KCNQ2 block – KCNQ2 channel blockers in CHO-K1 cells – cell-based, FluxOR thallium flux, B-score, primary screen (AID 2156). 20 min; active compounds read low. 1.1% of 310,000 active. B-score at 10 µM;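 active = fluorescence ratio B-score at most minus 3 library SDs, with starting brightness B-score within 2 library SDs, cut at about -5.5 in these data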
CHT block – inhibitors of human choline transporter CHT; CHT-expressing cells, membrane potential dye, choline response; active compounds read low; Q9GZV3; B-score at 10 µM; 0.86% of 310,000 active;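 active = B-score over 3 SD under the library average, and starting fluorescence ratio not unusually high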;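 also: choline stimulus applied at its EC90 after an EC20 pre-addition; B-score computed on integrated fluorescence ratio after choline addition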
Target sequence (Q9GZV3 whole entry, looked up): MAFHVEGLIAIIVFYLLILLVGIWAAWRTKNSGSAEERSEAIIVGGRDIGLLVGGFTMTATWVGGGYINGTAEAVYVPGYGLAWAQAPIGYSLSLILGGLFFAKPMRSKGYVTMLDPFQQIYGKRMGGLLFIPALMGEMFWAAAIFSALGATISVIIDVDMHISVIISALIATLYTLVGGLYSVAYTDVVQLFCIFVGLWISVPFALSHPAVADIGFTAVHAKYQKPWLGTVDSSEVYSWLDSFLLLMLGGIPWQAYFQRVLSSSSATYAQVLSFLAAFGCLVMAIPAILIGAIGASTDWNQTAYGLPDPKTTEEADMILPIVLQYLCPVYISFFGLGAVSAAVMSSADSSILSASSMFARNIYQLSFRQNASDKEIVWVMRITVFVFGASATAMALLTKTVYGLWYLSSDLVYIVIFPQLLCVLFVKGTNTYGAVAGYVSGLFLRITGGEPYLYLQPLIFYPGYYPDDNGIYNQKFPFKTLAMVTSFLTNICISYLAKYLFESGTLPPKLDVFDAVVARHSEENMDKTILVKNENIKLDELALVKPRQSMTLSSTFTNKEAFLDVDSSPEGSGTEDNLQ
Kir21 inh – blocks the mouse Kir2.1 inward-rectifier potassium channel; P35561; HEK293-Kir2.1, FluxOR thallium flux fluorescence; active compounds read low; B-score at 10 µM; 0.85% of 310,000 active; AID 1672;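 active = fluorescence ratio B-score at or below minus 3 SD of library scores, with starting-brightness B-score within 2 SD, cut at about -4.2 in these data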;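 also: channel flux triggered by added potassium and thallium sulfate stimulus; B-score of peak minus minimum fluorescence over baseline after thallium stimulus; more negative B-score means stronger Kir2.1 block with less thallium influx; some compounds called inactive have numbers as strong as hits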
Target sequence (P35561 whole entry, looked up): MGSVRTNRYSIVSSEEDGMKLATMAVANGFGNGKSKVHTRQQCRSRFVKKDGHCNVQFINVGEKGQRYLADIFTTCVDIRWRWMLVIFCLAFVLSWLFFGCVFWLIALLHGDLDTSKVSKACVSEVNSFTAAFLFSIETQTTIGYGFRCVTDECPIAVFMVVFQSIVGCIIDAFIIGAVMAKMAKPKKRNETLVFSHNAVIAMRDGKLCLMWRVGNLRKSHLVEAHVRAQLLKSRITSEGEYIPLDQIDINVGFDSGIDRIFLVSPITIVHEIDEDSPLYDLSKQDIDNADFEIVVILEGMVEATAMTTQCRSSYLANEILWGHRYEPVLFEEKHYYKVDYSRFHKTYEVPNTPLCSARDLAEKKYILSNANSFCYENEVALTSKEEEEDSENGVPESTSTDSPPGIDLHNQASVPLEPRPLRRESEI
An asterisk follows results filed as active; i = inactive; / = not tested or not shown.

Compound,KCNQ2 block,CHT block,Kir21 inh
COCCn1c(SCC(=O)Nc2ccccc2OC)nc2c([nH]c3ccccc32)c1=O,i,i,0.08
O=c1[nH]c(CN2CCN(c3ccc([N+](=O)[O-])cc3)CC2)nc2ccsc12,i,i,-1.8
O=C(O)c1cc(S(=O)(=O)O)cc(Nc2c3ccccc3nc3ccccc23)c1O,i,i,0.02
CC(=O)c1cccc(NC(=O)COC(=O)c2ccc(S(C)(=O)=O)c([N+](=O)[O-])c2)c1,i,i,-1.5
COc1ccc(CCNC(=O)CSc2cccc3cccnc23)cc1OC,-6.3*,i,-0.54
CCCNC(=O)NC(C(=O)OC)C12CC3CC(CC(C3)C1)C2 (stereo unspecified),i,i,0.26
Cc1ccc(N2CCN(S(=O)(=O)c3ccc4oc(=O)ccc4c3)CC2)c(C)c1,i,i,1.3
O=C(NCCC1=CCCCC1)c1cc(S(=O)(=O)N2CCOCC2)c(Cl)cc1Cl,i,i,-0.71
Cc1[nH]nc2c1C(c1ccc(F)cc1)C1=C(CC(C)(C)CC1=O)N2 (stereo unspecified),i,i,3.8
CCc1ccc(NC(=S)NC2CC3CCCC(C2)N3Cc2cccs2)cc1 (stereo unspecified),i,i,-1.5
CCOC(=O)C1CCCN(C(=O)CCCn2nnnc2CN2CCOCC2)C1 (stereo unspecified),i,/,-0.22
Cn1cccc1Cc1nnc(SCC(=O)NCC2CCCO2)n1C (stereo unspecified),i,i,-0.93
Cc1ccc(C2(C)NC(=O)N(CC(=O)Nc3ccccc3C(=O)NC3CCCC3)C2=O)cc1 (stereo unspecified),i,i,-1.3
COc1ccc(NC(=O)Cn2nnc(-c3ccccc3N)n2)cc1OC,i,i,-0.89
Cc1ccc(Nc2nc3ccccc3c(=O)s2)cc1,i,i,0.65
CCc1ccc(NC2=NCC(=O)N2Cc2ccc3c(c2)OCO3)cc1,i,i,0.38
NC(=O)COC(=O)CCCc1c[nH]c2ccccc12,i,i,0.16
Oc1ccc(Nc2nc(Cl)nc(NCc3ccco3)n2)cc1,i,i,-1.3
Cc1ccc(C(=O)C2(C)C3c4cc(Br)ccc4OC(=O)C32C(=O)c2ccco2)cc1 (stereo unspecified),i,i,-0.33
O=C1NC2(CCCC2)C(=O)N1Cc1cc(=O)n2ccsc2n1,i,i,0.35
OC1(c2ccc(F)cc2)CN(c2ccccc2)C2=[N+]1CCS2 (stereo unspecified),i,i,-1.3
CCS(=O)(=O)c1ccc(O)c(NC(=O)COc2ccc(C)cc2)c1,i,i,-0.72
O=C(NCc1ccccc1)c1nc2c(nnn2Cc2cccc(Cl)c2)c(=O)[nH]1,i,i,-0.42
O=C(NCCCn1ccnc1)c1ccc(-c2ccccc2)cc1,i,i,-0.94

One compound at a time, as listed above. Order of screens: KCNQ2 block	CHT block	Kir21 inh
Entry for `CCS(=O)(=O)c1ccc(O)c(NC(=O)COc2ccc(C)cc2)c1` = i	i	-0.72
Entry for `O=C1NC2(CCCC2)C(=O)N1Cc1cc(=O)n2ccsc2n1` = i	i	0.35
Entry for `O=C(NCc1ccccc1)c1nc2c(nnn2Cc2cccc(Cl)c2)c(=O)[nH]1` = i	i	-0.42
Entry for `Cc1ccc(Nc2nc3ccccc3c(=O)s2)cc1` = i	i	0.65

Other compounds follow:
Compound,KCNQ2 block,CHT block,Kir21 inh
O=C(O)/C=C/c1ccccc1Oc1ccccc1,i,i,-0.37
CCOC(=O)Nc1sc2c(c1C#N)CCCC2,i,i,1.5
COc1ccc(C(=O)NCc2nnc(SCC(=O)Nc3cccc(OC)c3)o2)cc1,i,i,-2.4
Cc1cc(N2CCCCC2)nc(SCc2ccc(C#N)cc2)n1,i,i,-0.82
CCN1CCN(C(c2ccc(OC)cc2)C(O)C(=O)c2c[nH]c3ccccc23)CC1 (stereo unspecified),i,i,0.04
COc1cccc(-c2nc3sc4c(c3c(=O)[nH]2)CCCCC4)c1,i,i,-0.91
Cc1cc(NC(=O)CSc2nnc(-c3ccc(S(=O)(=O)N4CCCC4)cc3)n2C)no1,i,i,0
O=C(CN1CCN(c2ccc(O)cc2)CC1)Nc1ccc(-c2ccccc2)cc1,i,i,1.8
CCOCCCNC(=O)C(NC(=O)c1ccccn1)c1ccc(C)cc1 (stereo unspecified),i,i,0.91
CC1=Nc2cc(C(=O)N3CCCC3)ccc2Sc2ccc(C)cc21,i,i,2.1
O=C(NCC1CCCO1)c1c(O)c2cccc3c2n(c1=O)CC3 (stereo unspecified),i,i,-1.5
COC(=O)[C@@]1(Cc2ccc(OC)cc2)[C@@H]2[C@@H](CC(=O)[C@H]2CC(=O)C(=O)N(C)C)CN1C(=O)c1ccccc1,i,i,-0.55

Entries above that have a nitro group on carbon:
Compound,KCNQ2 block,CHT block,Kir21 inh
O=c1[nH]c(CN2CCN(c3ccc([N+](=O)[O-])cc3)CC2)nc2ccsc12,i,i,-1.8
CC(=O)c1cccc(NC(=O)COC(=O)c2ccc(S(C)(=O)=O)c([N+](=O)[O-])c2)c1,i,i,-1.5

Going on with the list:
Compound,KCNQ2 block,CHT block,Kir21 inh
Cc1c(C(=O)NN)nn(-c2ccc(Cl)cc2)c(=O)c1C#N,i,i,0.13
O=C(NCCc1cn2ccccc2n1)c1ccc(Br)o1,i,i,-0.51
O=C(Cn1cncn1)N/N=C/c1cccc2ccccc12,i,i,-0.14
CSc1cccc(NC(=O)C2(S(=O)(=O)c3ccc(C)cc3)CC2)c1,i,i,-1.3
CC(OC(=O)c1cccnc1SCc1cc(=O)n2ccccc2n1)c1ccccn1 (stereo unspecified),i,i,2.2
O=C(CSc1nc2c(c(=O)n1-c1ccc(F)cc1)SCC2)NCC1CCCO1 (stereo unspecified),i,i,0.28
COC(=O)C(NC(=O)c1ccc(OC)cc1)(Nc1ncc(S(=O)(=O)c2ccc([N+](=O)[O-])cc2)s1)C(F)(F)F (stereo unspecified),i,i,-0.65
CC(CNC(=O)CCC(=O)N1CCOc2ccc(Cl)cc21)c1ccccc1 (stereo unspecified),i,i,-0.41
O=C(Nc1cccc(S(=O)(=O)N2CCOCC2)c1)c1ccc2c(=O)n3c(nc2c1)CCCCC3,i,i,-0.99
CCOC(=O)N1CCC(NC(=O)c2cc3ccccn3n2)CC1,i,i,0.05
COc1cc(-c2nc3n(c(=O)c2C#N)CCS3)cc(OC)c1OC,i,i,0.24
CCO[C@H]1OC(C(=O)N2CCN(Cc3ccccc3)CC2)=C[C@@H](C2CCCCC2)[C@@H]1CCCO,i,i,-2
C=Cn1cc[n+](CC(=O)c2ccc(Cl)cc2)c1,i,-6.7*,1.1
O=C(Nc1ccc(F)cc1)c1ccccc1NS(=O)(=O)N1CCCC1,i,i,0.51
CC1(C(=O)NNC(=S)NCc2ccco2)CC1(Cl)Cl (stereo unspecified),i,i,-1.2
COC(=O)C1=C(C)NC(=O)NC1c1ccc(-c2ccccc2Cl)o1 (stereo unspecified),i,i,0.73
C#CCNC(=O)C1=C[C@@H](c2ccc(C#C)cc2)C[C@@H](OCc2ccc(CO)cc2)O1,i,i,-6.3*
COc1ccc(/C=N\Nc2ccccc2[N+](=O)[O-])c(C(=O)O)c1OC,i,i,2.8
CC(C)NC(=O)C(=O)NCCC1CCCCN1S(=O)(=O)c1cccs1 (stereo unspecified),i,i,-0.4
COc1ccc(C(=O)N2CCC(NC(=O)C(Cc3ccccc3OC)NC(C)=O)CC2)cc1 (stereo unspecified),i,/,1.4
COc1cc(/C=N/n2cnnc2)ccc1OCc1ccccc1,i,i,0.49
CC1CC2(CCCC2)N(C(=O)N(C)C)c2ccc(F)cc21 (stereo unspecified),i,i,-0.02
CNC(=O)CC1C(=O)N(c2ccc(F)cc2)C(=S)N1NC(=O)c1ccc(Cl)cc1 (stereo unspecified),i,i,0.01
Cc1ccc(NC2CC(=O)N(CCc3ccccc3)C2=O)cc1 (stereo unspecified),i,i,1.5
Cc1ccc(CNC(=O)c2nccnc2C(=O)O)cc1,i,i,0.01
Brc1ccc(CN2C3=NCCCN3c3ccccc32)cc1,i,i,-1.7
CCCCc1ccc(NC(=O)C(=O)NCCN2CCN(C(=O)c3ccc([N+](=O)[O-])cc3)CC2)cc1,i,i,-0.02
Cc1ccc2cc(C#N)c(N3CCCN(C(=O)C4CCCO4)CC3)nc2c1C (stereo unspecified),i,-6.1*,-5.7*
OCCNCc1cccc(OCc2ccc(Cl)cc2)c1,i,i,-8.7*
CCOC(=O)c1sc(=NC(=O)c2ccc(S(=O)(=O)N3CC(C)OC(C)C3)cc2)n(C)c1C (stereo unspecified),i,i,-0.56
O=C(N/N=C/C(Br)=C/c1ccccc1)c1ccccc1[N+](=O)[O-],i,i,-0.02
CCN(CC)CCOC(=O)C1(c2ccc(OC)c(OC)c2)CCCC1,i,i,1.9
CC(=O)N1[C@@H]2CC3C4CC=C5C[C@@H](O)CC[C@]5(C)C4CC[C@]3(C)[C@@]21C(C)=O (stereo partly specified),i,i,0.75
S=C(Nc1ccc(Cl)cc1)NC1CCN(Cc2ccccc2)CC1,i,i,-4.7*
CCc1ccc(C(C(=O)NCc2ccccc2)N(C(=O)c2csnn2)C2CC2)cc1 (stereo unspecified),i,i,0.6
Cc1ccc(/C=N/n2c(-c3ccco3)n[nH]c2=S)cc1,i,i,0.4
CCOC(=O)Cn1c(C)nc2ccccc21,i,i,1.9
O=C(CSc1nc(-c2cccs2)cc(C(F)(F)F)n1)NCCCn1ccnc1,i,i,-1.8
C=CCNC(=S)NNC(=O)c1cccc(Br)c1,i,i,-1.9
COc1ccc(C2=NN(C(=O)/C=C/c3ccccc3)C(c3ccccc3)C2)c(OC(C)=O)c1 (stereo unspecified),i,i,0.32
NS(=O)(=O)c1ccc(NC(=O)COC(=O)c2ccc(Cl)nc2)cc1,i,i,0.91
O=C(COc1ccc(Cl)cc1)Nc1ccccc1Cl,i,i,1
O=C(CC(C(=O)O)c1cccc(Br)c1)c1ccc(Cl)cc1 (stereo unspecified),i,i,0.69
CC(=O)Nc1cccc(C(=O)/C=C/c2ccco2)c1,i,i,2
CCN(CC)CCNC(=O)/C(=N\O)c1ccccn1,i,i,-1
COc1cc(/C=C(\C#N)c2ccccn2)ccc1OCc1ccccc1,i,i,-2.6
C=CCN(C(=O)c1cc(C)cc(C)c1)C1(C(=O)Nc2ccccc2)CCN(C(C)C)CC1,i,i,1.4
c1coc(-c2nnc(SCc3nc4ccccc4[nH]3)o2)c1,i,i,-0.52
O=C(Cc1cccs1)Nc1nnc(SCc2ccc(Br)cc2)s1,i,i,-0.26
CCc1ccccc1NC1=CC(=O)CC(C)(C)C1,i,i,-1.4
Nn1c(SCc2cn3ccsc3n2)nnc1-c1ccncc1,i,i,-0.23
CCOc1ccccc1NC(=S)/C(=C(\[O-])c1ccc2c(c1)OCCO2)[n+]1ccc(CC)cc1,i,i,-0.48
COc1cc(C(F)(F)F)c(C(=O)N(C)c2ccc(Cl)cc2)cn1,i,i,-0.54
CC(C(=O)N(C)C1CCS(=O)(=O)C1)N1C(=O)/C(=C/c2cccs2)SC1=S (stereo unspecified),i,i,-0.14
Cc1ccc(S(=O)(=O)N2CCN(C(=O)COC(=O)c3c(C)noc3C)CC2)c(C)c1,i,i,0.67
CCOc1ccc(NC(=S)NC(=O)c2c(Br)cnn2C)c([N+](=O)[O-])c1,i,i,-0.01
O=C(c1ccc(CS(=O)c2ccccc2Cl)o1)N1CCCCCC1 (stereo unspecified),i,i,-1.1
Cc1cccc(N=C2NC(=O)/C(=C/c3cn(C)c4ccccc34)S2)c1,i,i,0.12
COc1ccc(-c2nc3ccccn3c2Cl)cc1,i,i,0.4
COc1ccc(OCC(=O)Nc2cccc(-c3nc4ccccc4[nH]3)c2)cc1,i,i,-0.94

More compounds follow:
Compound,KCNQ2 block,CHT block,Kir21 inh
CC(C)c1ccc(N(CC(=O)NCc2cccnc2)S(=O)(=O)c2ccccc2)cc1,i,i,0.44
CC1CCCN(Cc2cnc(Cl)s2)C1 (stereo unspecified),i,i,0.15
O=C1OC(/C=C/c2ccccc2)=NC/1=C/C=C/c1ccccc1,i,i,-3.1
CC1C(=O)OC2C1CCC1(C)CCC(=O)C(C)C21 (stereo unspecified),i,i,0.23
COc1ccc(-c2cc3ccccc3nc2N)cc1OC,i,i,-0.05
CCOCCCn1c(SCC(=O)/C(C#N)=C(\C)N)nc2ccccc2c1=O,i,i,-0.01
C=CCN1C(=O)/C(=C/C(=O)OC)S/C1=N\NC(=O)c1ccccc1,i,i,-1.8
CCOc1ccc(-c2nc(S(=O)(=O)c3ccccc3)c(N3CCOCC3)o2)cc1,i,i,-1.1
O=C(COC(=O)c1cc(S(=O)(=O)NCc2ccccc2)ccc1O)NCc1ccccc1,i,i,0.14
CCOc1ccc(C(=O)CCC(=O)Nc2cc(C)ccn2)cc1,i,i,-0.08
CCn1c(=O)n(CC)c2cc(S(=O)(=O)N3CCC(c4ccccc4)CC3)ccc21,i,i,-0.46

Screening results: PubChem, Johns Hopkins Ion Channel Center
